Screening data: PubChem BioAssay, National Center for Advancing Translational Sciences (NCATS)
GLA spleen mod = inhibits or activates alpha-galactosidase in human spleen homogenate | AID 2107 | human spleen homogenate, 4MU-alpha-Gal fluorescence, 40 min | Potency, µM (doses to about 80 µM), for inactives: at the top dose activity change, negative = inhibition, hits mostly inhibitors | 0.008% of 240,000 active | P06280;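 further: potency means the concentration at half of the fitted maximal effect; 0% = enzyme with vehicle and -100% = no enzyme basal signal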
Target sequence (P06280 32-429 limits assumed): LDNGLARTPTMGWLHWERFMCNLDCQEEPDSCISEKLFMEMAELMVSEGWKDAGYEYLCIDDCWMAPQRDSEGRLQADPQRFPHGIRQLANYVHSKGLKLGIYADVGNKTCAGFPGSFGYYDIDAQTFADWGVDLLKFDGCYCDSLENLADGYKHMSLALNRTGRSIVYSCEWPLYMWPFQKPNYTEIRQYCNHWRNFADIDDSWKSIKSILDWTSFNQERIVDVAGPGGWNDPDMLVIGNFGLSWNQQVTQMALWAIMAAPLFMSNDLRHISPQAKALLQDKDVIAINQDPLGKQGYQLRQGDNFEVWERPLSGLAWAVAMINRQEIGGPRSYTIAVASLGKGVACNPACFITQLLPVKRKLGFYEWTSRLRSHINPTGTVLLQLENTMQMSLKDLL
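Inhibition or activation of alpha-galactosidase in human spleen homogenate is scored by 4-MU fluorescence after 40 min at 37C, pH 5.0, with 1 mM substrate. AC50s come from concentration-response fitted to the Hill equation.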
CBFb-RUNX1 inh = blocks binding between human CBF-beta and RUNX1; AID 1477; 230,000 tested, under 10 active; Q01196+Q13951; Potency, µM (doses to about 59.8 µM), inactives show top-dose activity, negative = inhibition, most hits filed as inhibitors; AlphaScreen CBFb-His/RUNX1-biotin binding, biochemical; further: % of control where 0% means no effect
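Bead-based AlphaScreen assay; binding partners His-tagged CBF-beta and biotinylated RUNX1 at 30 nM each. Compound exposure 15 min after a 20-min protein preincubation; bead step 90 min; all steps at room temperature.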
NPSR antagonist = antagonists of human neuropeptide S receptor cAMP signaling | CHO-NPSR cells, cAMP TR-FRET, antagonist mode | 1% of 220,000 active | Q6W5P4 | Potency, µM (doses to about 38.3 µM), inactives show at the highest dose activity change, negative = inhibition, actives largely listed as inhibitors; further: potency means the concentration at half of the fitted maximal effect; on the % scale 0 is the no-effect control and ±100 the full control effect; nearly all actives have a fitted effect of over 50% in size; many of its hits are not listed in these tables
Target sequence (Q6W5P4 whole entry, looked up): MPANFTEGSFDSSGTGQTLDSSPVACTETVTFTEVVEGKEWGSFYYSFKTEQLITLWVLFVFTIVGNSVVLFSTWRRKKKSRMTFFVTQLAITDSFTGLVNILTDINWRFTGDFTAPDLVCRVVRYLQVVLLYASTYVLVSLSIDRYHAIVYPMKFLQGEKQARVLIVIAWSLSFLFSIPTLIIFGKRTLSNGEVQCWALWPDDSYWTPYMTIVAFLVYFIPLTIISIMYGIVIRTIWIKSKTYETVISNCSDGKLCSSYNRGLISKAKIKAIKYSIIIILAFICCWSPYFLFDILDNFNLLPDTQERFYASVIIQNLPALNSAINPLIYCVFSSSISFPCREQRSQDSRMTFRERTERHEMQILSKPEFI
Epigenetic derep = derepresses silenced GFP reporter in murine cells. 0.2% of 280,000 active. Potency, µM (top dose mostly 53.9 µM), without a hit: top-dose GFP activation, most hits filed as activators. murine LDR cells, GFP reporter derepression, 30 h; further: potency means the concentration at half of the fitted maximal effect; % of control where 0% means no effect; nearly all actives have a fitted effect of over 60% in size
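GFP-positive cell count by laser-scanning cytometry (objects 20–120 um) after 30 h, 37 C compound exposure of murine LDR cells; reporter is CMV-GFP integrated at a silenced locus, inducible by HDAC or DNMT inhibitors.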
Tau fluor cs = counter-screen for tau fibril formation inhibitors | AID 1463 | tau K18 P301L (four-repeat tau fragment) Alexa594 fluorescence, heparin fibrillization | 0.93% of 280,000 active | Potency, µM (doses to about 57.7 µM), for the others: at the highest dose activity change, negative = decrease; further: potency means the concentration at half of the fitted maximal effect; on the % scale 0 is the no-effect control and ±100 the full control effect; nearly all actives have a fitted effect of over 55% in size
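Human K18 P301L tau (15 uM unlabeled plus 0.24 uM Alexa 594-labeled, final) in 100 mM sodium acetate pH 7 was mixed with compound and 20 uM heparin and incubated 6 hr at 37 C.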
TRb-SRC2 inh = disrupts binding of human TR beta to SRC2 | P10828 | TRbeta-SRC2 peptide binding, fluorescence polarization; receptor liganded with 1 µM T3 | Potency, µM (doses to about 106 µM), for inactives: at the top dose activity change, negative = inhibition, hits mostly inhibitors | 0.065% of 280,000 active | AID 1469;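 further: potency means the concentration at half of the fitted maximal effect; plate controls were bound peptide for no effect and peptide without receptor for full effect; nearly all actives have a fitted effect of over 50% in size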
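Read-out is fluorescence polarization (555 nm excitation, 632 nm emission) of a Texas Red SRC2 coactivator peptide; loss of signal reflects blocked binding to human TRb ligand-binding domain in the presence of 1 uM T3.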
TexasRed fluor = counter-screen for TRb-SRC2 inhibitors: fluorescence interference; Potency, µM (highest dose often 106 µM), without a hit: top-dose fluorescence change, negative = quenching; TRb/SRC2 Texas Red total fluorescence interference; 0.29% of 280,000 active; active means well fitted curve in either direction with a large enough effect; inconclusive means small, poorly fitted or top-dose-only effect; further: potency means the concentration at half of the fitted maximal effect; on the % scale 0 is the no-effect control and ±100 the full control effect
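Human TRb ligand-binding domain at 0.6 uM with 20 nM Texas Red SRC2 peptide in Tris buffer containing 1 uM T3 and 5% DMSO, incubated with compound 5 h at ambient temperature. Total fluorescence (555/632 nm) calculated as parallel + 2 × perpendicular.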
Tau FP inhib = tau fibrillization inhibition (FP); K18 P301L tau heparin fibrillization, Alexa594 FP, 6 h; 0.39% of 280,000 active; P10636; Potency, µM (highest dose often 57.7 µM), for inactives: top-dose activity, negative = inhibition, actives largely listed as inhibitors; further: potency means the concentration at half of the fitted maximal effect; on the % scale 0 is the no-effect control and ±100 the full control effect; nearly all actives have a fitted effect of over 55% in size
Target sequence (P10636 561-689 P618L limits assumed): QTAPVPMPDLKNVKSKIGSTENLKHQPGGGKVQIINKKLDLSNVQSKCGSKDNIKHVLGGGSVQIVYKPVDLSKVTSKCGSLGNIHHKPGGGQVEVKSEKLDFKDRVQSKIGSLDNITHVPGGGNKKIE
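K18 P301L tau (15 uM unlabeled/0.24 uM Alexa 594-labeled, final) + compound + heparin 20 uM final; 100 mM NaOAc pH 7; 6 hr 37 C; ThT 30 uM final added, 1 hr RT; FP ex 555/em 632 nm.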
Starred values were filed as active, the others as inactive; ? = inconclusive; / = no result given; [ ] = remark or other dose. Unless noted, the call rests on the fitted dose curve; in most records, active means well fitted curve in the direction sought with a large enough effect; inconclusive means small, poorly fitted or top-dose-only effect, or another doubt; inactive means no such curve, though single readings can be large; an effect the other way counts as inactive or inconclusive. A portion of the library; count on the stated rates, not on these rows.

SMILES	GLA spleen mod	CBFb-RUNX1 inh	NPSR antagonist	Epigenetic derep	Tau fluor cs	TRb-SRC2 inh	TexasRed fluor	Tau FP inhib
COc1ccc(N2CCN(Cc3nc4c(c(=O)[nH]c(=O)n4C)n3Cc3cccc(Cl)c3)CC2)cc1	2.7%	1.1%	-12.2%	1.1%	-11.4%	7.1%	0.5%	6.4%
Nc1ccc(O)cc1C(=O)OCC(=O)c1ccc(C2CCCCC2)cc1	9.0%	-1.9%	-2.2%	?	12.6µM*[quencher]	4.1%	-3.7%	-0.6%
O=C(Nc1nccs1)c1cc(-c2ccccc2)nc2ccccc12	-1.2%	-10.7%	-3.7%	1.0%	?	-9.6%	-2.9%	?
O=C(Cc1ccccc1)N1CCN(C(=O)c2ccc([N+](=O)[O-])cc2)CC1	-8.9%	-1.2%	-1.9%	1.1%	8.0%	4.1%	-2.6%	2.7%
O=C(CSc1nc2cc(Cl)ccc2s1)NCc1ccc2c(c1)OCO2	-4.6%	-9.6%	15.5%	1.1%	2.8%	14.7%	-1.1%	8.0%
Cc1c(C(=O)N2CCN(CCc3ccccc3)CC2)oc2ccccc12	5.8%	-0.6%	1.1%[46.1 µM]	-0.9%	-6.9%	3.7%	5.0%	-1.1%
CS(=O)(=O)N(CC(=O)N1CCCC1)c1cccc(Cl)c1Cl	-1.8%	4.2%	-3.4%[46.1 µM]	-1.0%	3.3%	-1.6%	-2.4%	-2.6%
Nc1c(C(=O)c2ccccc2)sc2nsc(SCCN3CCCC3)c12	6.4%	4.6%	?	?	?	-0.8%	-2.9%	-14.3%
CCc1cccc(C)c1NC(=O)COC(=O)Cc1ccsc1	1.5%	-1.6%	7.2%	-3.8%	-4.6%	6.2%	-4.7%	-4.7%
Cc1cc(C)c(/C=C(\C#N)S(=O)(=O)c2ccccc2)[nH]1	-4.7%	-4.0%	-0.8%	-1.3%	-4.7%	11.0%	1.4%	-10.5%
CN(Cc1cccs1)C(=O)CSc1nc2ccccc2[nH]1	1.7%	-6.7%	0.1%	-5.0%	-6.0%	6.9%	0.7%	-6.9%
COc1cccc(N2CCN(c3ncnc4c3[nH]c3ccccc34)CC2C)c1 (stereo not given)	7.0%	-24.0%	10µM*	-2.0%	14.1µM*[quencher]	-6.8%	-1.6%	?
C/C(=N\NC(=S)Nc1cc(S(=O)(=O)N2CCOCC2)ccc1Cl)c1ccccc1F	12.8%	-16.8%	-4.0%	-1.8%	-28.8%	-2.0%	-1.9%	10.8%
CCOC(=O)c1sc(Nc2nc(C)cc(OC)n2)nc1C	4.7%	4.4%	10.5%	7.8%	-5.1%	2.7%[53 µM]	0.0%[53 µM]	3.1%
Cc1ccc(-c2csc3ncnc(Nc4ccc(N5CCOCC5)cc4)c23)cc1	-1.0%	1.1%	?	0.0%	-28.7%	-12.9%	-2.6%	5.8%
O=[N+]([O-])c1cc(CN2CCCC2)c2cccnc2c1O	-2.4%	/	3.0%	-1.9%	-23.5%	-15.2%	-2.5%	-13.9%
Cc1ccnn1CC(=O)N/N=C/c1ccco1	2.1%	3.7%	0.4%[46.1 µM]	-1.1%	0.3%	-0.3%	-0.3%	-0.6%
CCN1/C(=C/C=C/c2oc3ccc4ccccc4c3[n+]2CC)Oc2ccc3ccccc3c21	5.6%	?	19.9%	0.126µM*	2.82µM*[fluorescent]	10µM*	50.1µM*[fluorescent]	?
COCCNC(=S)NN(c1ccccc1)c1ccccc1	-1.3%	-4.3%	-30.4%	1.2%	0.8%	-5.5%	-2.5%	0.0%
Cn1c(SCC(=O)N2CCN(S(=O)(=O)c3ccc(Cl)cc3)CC2)nc2ccccc21	-12.7%	10.0%	-16.8%[46.1 µM]	0.7%	-10.3%	-6.5%	-4.2%	7.8%

Grouped by structure: the entries above with an NH in an aromatic ring.
SMILES	GLA spleen mod	CBFb-RUNX1 inh	NPSR antagonist	Epigenetic derep	Tau fluor cs	TRb-SRC2 inh	TexasRed fluor	Tau FP inhib
COc1ccc(N2CCN(Cc3nc4c(c(=O)[nH]c(=O)n4C)n3Cc3cccc(Cl)c3)CC2)cc1	2.7%	1.1%	-12.2%	1.1%	-11.4%	7.1%	0.5%	6.4%
Cc1cc(C)c(/C=C(\C#N)S(=O)(=O)c2ccccc2)[nH]1	-4.7%	-4.0%	-0.8%	-1.3%	-4.7%	11.0%	1.4%	-10.5%
CN(Cc1cccs1)C(=O)CSc1nc2ccccc2[nH]1	1.7%	-6.7%	0.1%	-5.0%	-6.0%	6.9%	0.7%	-6.9%
COc1cccc(N2CCN(c3ncnc4c3[nH]c3ccccc34)CC2C)c1 (stereo not given)	7.0%	-24.0%	10µM*	-2.0%	14.1µM*[quencher]	-6.8%	-1.6%	?

(cont.)
SMILES	GLA spleen mod	CBFb-RUNX1 inh	NPSR antagonist	Epigenetic derep	Tau fluor cs	TRb-SRC2 inh	TexasRed fluor	Tau FP inhib
CCCCOc1ccc(-c2nnn(C(C)(C)C(=O)OC)n2)cc1	4.6%	?	-27.0%[46.1 µM]	-4.8%	-4.9%	-7.0%	-1.0%	10.0%
COCCCNC(=O)NC(CCC(C)C)c1c(-n2cccc2)sc2c1CCN(C)C2 (stereo not given)	/	/	/	1.2%	-6.9%	-8.9%	11.5%	-1.8%
Cc1cc(=O)nc2c3ccccc3n(C(C)C(=O)NCCC(C)C)n12 (stereo not given)	-3.5%	4.0%	-7.7%	0.1%	5.8%	4.9%	-3.5%	0.2%
O=C(CSc1ccc(Cl)cc1)Nc1ccc(N2CCN(C(=O)c3ccc(Cl)cc3)CC2)cc1	-4.4%	-2.4%	-6.7%[46.1 µM]	3.6%	-26.4%	1.8%	-5.3%	-6.2%
CCc1ccc(NC(=O)N(Cc2cn(CC)c3ccccc23)C2CCCCC2)cc1	/	/	/	-2.5%	-11.4%	2.8%	-1.4%	-6.5%
CCn1cc(C(=O)NCc2ccc3c(c2)OCO3)c(=O)c2ccc(C)nc21	-0.3%	2.2%	-6.6%[46.1 µM]	-1.0%	-12.3%	-0.8%	-2.7%	-7.4%
CCCCn1c(NCc2ccccn2)nc2ccccc21	-2.5%	-2.3%	7.0%[46.1 µM]	-4.3%	-3.3%	-0.8%	-4.3%	-0.7%
CCN(CC)CCNc1ncnc2c1[nH]c1ccc(OC)cc12	-2.2%	-13.5%	?	-0.9%	-15.4%	4.2%	-0.6%	2.2%
COC(=O)c1sc2nc(-c3ccccc3)nc(N3CCN(C)CC3)c2c1C	2.1%	1.2%	12.8%[46.1 µM]	-1.1%	-17.5%	-5.8%	2.0%	-2.7%
CC[N+](CC)(CC)CC[C@](O)(c1ccccc1)C1CCCCC1	2.3%[29.1 µM]	-5.1%[21.7 µM]	/	-2.6%[16.9 µM]	/	4.2%[53 µM]	-3.3%[53 µM]	/
CCOC(=O)C1=C(C)N(C)C(=O)NC1c1ccccc1OC (stereo not given)	-1.0%	1.6%	-2.7%[46.1 µM]	0.9%	0.7%	-2.8%	2.1%	4.3%
O=C(/C=C/c1ccc2c(c1)OCO2)NCCSCc1c(Cl)cccc1Cl	4.3%	?	-38.0%	0.5%	-2.2%	-1.7%	-0.3%	-2.7%
CC1CCC(Nc2nc3c(-c4ccc(Cl)cc4)nnn3c3ccccc23)CC1 (stereo not given)	/	/	/	-3.7%	?	0.6%	0.3%	-2.7%
CC(=O)NCC(=O)NC1(C(=O)NC2CCCC2)CCCCC1	0.3%	11.4%	6.1%[46.1 µM]	-0.1%	8.0%	4.0%	-1.2%	0.2%
Cc1csc2c(N3CCN(C(=O)Nc4ccc(OC(F)(F)F)cc4)CC3)ncnc12	1.5%	?	18.9%	-1.6%	-19.7%	7.8%	-0.2%	?
Cc1oc(-c2ccccc2)nc1CNC(=O)Nc1ccccc1	/	/	/	1.9%	-21.0%	9.1%	-0.3%	-9.0%
O=C(c1ccc(S(=O)(=O)N2CCCC2)cc1)N1CCCc2ccccc21	8.2%	3.3%	-0.2%[46.1 µM]	-0.8%	-6.7%	-10.4%	-0.8%	-5.4%
N#CC(C#N)=C1C=C2C=C(N3CCCCC3)CCC2CC1 (stereo not given)	-1.8%	5.2%	-31.6%	6.7%	?	-13.7%	8.3%	-13.2%
CCC(=O)Nc1nc2ccccc2n1Cc1ccc(Cl)cc1	4.0%	-3.2%	2.3%	2.6%	-7.4%	-3.0%[53 µM]	0.2%[53 µM]	-5.5%
COC(=O)c1nn(-c2ccccc2)c(Cl)c1/C=N/OCc1ccc(C)cc1	-6.1%	4.0%	-26.8%[46.1 µM]	-0.9%	-13.3%	-2.8%	-1.1%	-7.5%
CC(C)NC(=S)N/N=C/c1ccc(C(C)(C)C)cc1	-3.1%	-16.4%	-28.6%	-1.9%	-22.9%	5.9%	-1.4%	5.3%
Oc1ccc(/C=N/NC(=S)Nc2cccnc2)c(O)c1O	-0.8%	/	-9.1%	0.0%	11.2µM*[quencher]	-4.0%	?	2µM*
O=C(O)c1ccc2c(=O)n(-c3ccccc3)c(=S)[nH]c2c1	9.4%	15.9%	24.3%	-1.6%	7.7%	1.3%	-2.2%	4.1%
c1ccc(-c2nc(CSc3nnnn3-c3ccccc3)cs2)cc1	1.4%	?	?	-3.0%	-20.3%	8.5%	0.2%	-2.4%
CCOC(=O)N1CCN(C(=O)COc2ccc3c(c2)C(=O)CC(C)(C)O3)CC1	29.8%	-4.6%	-11.0%	-0.1%	-10.3%	5.4%	-1.2%	-0.8%
Nc1ncc(O)c(N)n1	10.6%	?	/	/	/	-4.7%	-11.6%	/

Looked up above.
CCOC(=O)N1CCN(C(=O)COc2ccc3c(c2)C(=O)CC(C)(C)O3)CC1 in Tau fluor cs is listed with -10.3%
Oc1ccc(/C=N/NC(=S)Nc2cccnc2)c(O)c1O in Tau fluor cs is listed with 11.2µM*[quencher]
Nc1ncc(O)c(N)n1 in GLA spleen mod is listed with 10.6%
CC(C)NC(=S)N/N=C/c1ccc(C(C)(C)C)cc1 in TRb-SRC2 inh is listed with 5.9%
O=C(O)c1ccc2c(=O)n(-c3ccccc3)c(=S)[nH]c2c1 in CBFb-RUNX1 inh is listed with 15.9%
c1ccc(-c2nc(CSc3nnnn3-c3ccccc3)cs2)cc1 in Epigenetic derep is listed with -3.0%
